Screens: PubChem BioAssay, National Center for Advancing Translational Sciences (NCATS)
HTT cytoprotect = protects HTT-Q103 PC12 cells, measured by ATP; AID 1471; PC12 HTT-Q103 induced, cytoprotection, ATP luminescence, 40 h; Potency, µM (top dose mostly 56.4 µM), without a hit: cytoprotection (ATP increase), usual class: activators; hit rate 0.14% among 230,000;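 also: potency is read from the fitted curve at half-maximal effect; % of control where 0% means no effect; nearly all actives have a fitted effect of over 45% in size; toxic huntingtin expression switched on by the ecdysone agonist tebufenozide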
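PC12 cells with ecdysone-inducible HTT exon 1 Q103-GFP, induced with 100 nM tebufenozide and co-treated with library compounds in a dose series (1536-well, 1500 cells/well). Cytoprotection read as ATP content by ATPlite luminescence.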
SMN2 splice enh = enhancers of SMN2 splice variant expression | HEK293 SMN2-luciferase splicing reporter, luminescence, 30-36 h | Potency, µM (highest dose often 46.1 µM), without a hit: at the top dose activity change, positive = activation, actives largely listed as activators | hit rate 2.8% among 210,000 | AID 1458; also: potency is read from the fitted curve at half-maximal effect; % of control where 0% means no effect; nearly all actives have a fitted effect of over 55% in size
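HEK293 cells carry an SMN2 […]–luciferase reporter in which exon 7 inclusion puts luciferase in frame. Cells were plated 10-12 h before compound addition, then incubated 30-36 h at 37C. ONE-Glo luminescence was read; sodium butyrate at 4.5 mM final served as control.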
Lamin A splicing = changes lamin A minigene splicing in HeLa cells. hit rate 0.01% among 200,000. HeLa LMNA splicing GFP/RFP minigene ratio, 48 h. Potency, µM (series often up to 46.1 µM), for the others: top-dose ratio change, negative = inhibition, actives largely listed as inhibitors. AID 1487; active = well fitted inhibition curve with a large enough effect in the signal ratio, with a control signal flat, not every such curve was filed as active; inconclusive = small, poorly fitted or top-dose-only effect, or effect the other way, or a change in a side signal; the % refers to the signal ratio; also: potency is read from the fitted curve at half-maximal effect; % is scaled to controls: 0 for no effect and ±100 for the full control effect
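Read-out is the ratio of GFP to DsRed2 object intensity, acquired by 488 nm laser-scanning cytometry on HeLa lamin A-EGFP minigene reporter cells. Compound incubation 48 hrs at 37 °C in Opti-MEM with 2% FBS; DMSO 0.5% final.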
Luc counter = Kinase-Glo luciferase inhibition (counter-screen); hit rate 0.28% among 200,000; Kinase-Glo luciferase, ATP luminescence, 8 min; AID 1379; Q27757; Potency, µM (titrated, usually from 38.3 µM), for the others: at the top dose activity change, negative = inhibition, actives largely listed as inhibitors; also: potency is read from the fitted curve at half-maximal effect; % is scaled to controls: 0 for no effect and ±100 for the full control effect; nearly all actives have a fitted effect of over 60% in size
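Light output from Kinase-Glo luciferase with luciferin and 10 uM ATP in 50 mM imidazole pH 7.2, KCl, MgCl2, Tween 20, BSA; compound pin-delivered, 8-min ambient incubation, then luminescence read.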
IMPase Li cell = cell-permeable IMPase inhibitors with lithium potentiation; CHO-M1 cells, IP1 TR-FRET (IP-One), carbachol + lithium; Potency, µM (highest dose often 59.4 µM), for inactives: at the top dose activity, negative = IMPase inhibition, hits mostly inhibitors; hit rate 0.35% among 210,000; AID 1457;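 also: IP1 builds up when IMPase is blocked and the TR-FRET signal falls; potency is read from the fitted curve at half-maximal effect; plate controls were basal vehicle for no effect and high inhibitor control for full effect; nearly all actives have a fitted effect of over 50% in size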
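Lithium-sensitised IP1 accumulation assay; M1-expressing CHO cells treated 30 min at 37C with compound. Competitive antibody detection by time-resolved FRET followed a 10 min room-temperature lysis step.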
HttQ103 aggreg = inhibitors of mutant huntingtin aggregate formation in PC12 cells | Potency, µM (titrated, usually from 46.1 µM), without a hit: at the top dose activity change, negative = inhibition, actives largely listed as inhibitors | hit rate 1.1% among 220,000 | PC12 HttQ103-GFP aggregates, Acumen cytometry, 40 h; also: potency is read from the fitted curve at half-maximal effect; % is scaled to controls: 0 for no effect and ±100 for the full control effect; nearly all actives have a fitted effect of over 60% in size
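Aggregate formation scored by laser-scanning cytometer (488 excitation, 500–530 emission) in lysed PC12 cells expressing Q103-GFP after 100 nM tebufenozide induction; library tested in dose series, with ATPLite reagent added in the multiplex.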
CBFb RUNX1 block = inhibitors of human CBF-beta and RUNX1 interaction; AlphaScreen CBFb-His/RUNX1-biotin binding, biochemical; Potency, µM (highest dose often 59.8 µM), without a hit: top-dose activity, negative = inhibition, hits mostly inhibitors; AID 1477; 230,000 tested, under 10 active; Q01196+Q13951; also: % of control where 0% means no effect
Target sequence (Q01196 whole entry, looked up): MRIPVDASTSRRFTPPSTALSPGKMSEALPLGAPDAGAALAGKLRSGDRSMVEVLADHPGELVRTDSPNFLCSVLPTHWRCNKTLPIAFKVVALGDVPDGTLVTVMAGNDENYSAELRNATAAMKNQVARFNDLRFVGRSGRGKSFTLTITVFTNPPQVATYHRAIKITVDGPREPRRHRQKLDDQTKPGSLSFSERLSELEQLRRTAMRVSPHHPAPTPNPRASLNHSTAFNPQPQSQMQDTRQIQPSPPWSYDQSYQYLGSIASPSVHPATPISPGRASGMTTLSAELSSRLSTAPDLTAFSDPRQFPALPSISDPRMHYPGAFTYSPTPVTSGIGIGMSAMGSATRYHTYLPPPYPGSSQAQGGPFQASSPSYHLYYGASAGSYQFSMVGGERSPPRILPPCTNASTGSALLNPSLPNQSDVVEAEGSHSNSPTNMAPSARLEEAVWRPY
Target sequence (Q13951 whole entry, looked up): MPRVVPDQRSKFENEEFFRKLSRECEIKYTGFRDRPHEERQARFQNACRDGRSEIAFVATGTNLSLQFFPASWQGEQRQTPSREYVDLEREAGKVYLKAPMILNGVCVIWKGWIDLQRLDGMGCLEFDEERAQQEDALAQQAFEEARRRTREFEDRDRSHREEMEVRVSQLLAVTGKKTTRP
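Bead-based AlphaScreen assay; binding partners His-tagged CBF-beta and biotinylated RUNX1 at 30 nM each. Compound exposure 15 min after a 20-min protein preincubation; bead step 90 min; all steps at room temperature.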
* marks the source's active call; other numbers are inactive results; ? = inconclusive; . = not tested or not shown; [ ] = another dose, or the depositor's remark. Unless noted, calls follow the shape of the dose curve; as a rule, active = well fitted curve in the direction sought with a large enough effect; inconclusive = small, poorly fitted or top-dose-only effect, or another doubt; inactive = no such curve, though single readings can be large; an effect the other way counts as inactive or inconclusive.

SMILES	HTT cytoprotect	SMN2 splice enh	Lamin A splicing	Luc counter	IMPase Li cell	HttQ103 aggreg	CBFb RUNX1 block
COC(CCN(C)C)(c1ccccc1)c1ccccc1	0%	7%	4%	-3%	20%[38.3 µM]	-5%	5%
OC(CNCC1CCCO1)COc1ccc(OCC(O)CNCC2CCCO2)cc1 (stereo not given)	-4%[10 µM]	3%	-13%	5%	1%	-5%	-1%
CC1(c2ccc3noc(-c4cccc(F)c4)c3c2)OCCO1	-3%[10 µM]	-36%[inhibitor]	-3%[46 µM]	-1%	7%	-4%	?
COc1ccc(NCc2n[nH]c(=O)c3ccccc23)cc1	-9%	-8%	13%	-2%	25%[38.3 µM]	-2%	-5%
CC(=Nc1ccccc1)Nc1ccccc1	-1%	12%	13%	0%	13%[38.3 µM]	-1%	-8%
CCCC1C2C(=O)N(c3cccc(C)c3)C(=O)C2ON1c1ccccc1 (stereo not given)	11%[10 µM]	.	.	.	.	4%[9.22 µM]	6%
Cc1cc(=O)n2[nH]c(-c3ccc(F)cc3)nc2n1	-113%[inhibitor][10 µM]	11%	10%	?	-6%[38.3 µM]	24%	6%
CCOc1ccc(-c2nnc(SCC(=O)Nc3cc(C)on3)o2)cc1	-59%[inhibitor]	-38%[inhibitor]	.	12%	?	-9%	-29%
CCCCCc1nnc(NC(=O)C2COc3ccccc3O2)s1 (stereo not given)	6%[10 µM]	-2%	?	-3%	24%	9%	7%
Cc1cccc(N=C2CSC(=O)N2)c1	.	11%	.	-4%	4%	4%	5%
CCN=C1SC(CC(=O)NC(C)c2ccccc2)C(=O)N1CC (stereo not given)	-19%[10 µM]	0%	.	3%	5%	-18%[9.22 µM]	0%
CCCCCCCCOc1ccc(C(=O)O)cc1	-49%[inhibitor]	13%	.	.	16%	.	8%[21.7 µM]
CC(=O)Nc1c(OC(C)=O)ccc2c(C)cc(=O)oc12	11%	-6%	-8%	0%	-7%[38.3 µM]	22%	-2%
COC(=O)C(Cc1ccc(O)cc1)NC(=O)C(CC(=O)OC(C)(C)C)NC(=O)OC(C)(C)C (stereo not given)	?	.	.	.	3%	9%	6%
CCOc1ccc(-n2c(C)c(C(C)=O)c(C(C)=O)c2C)cc1	29%[10 µM]	-10%	-12%	-1%	0%	-30%	-6%
c1ccc(-n2c(-c3ccncc3)nnc2-c2cccs2)cc1	-13%	-9%	-6%	1%	5%[38.3 µM]	-10%	0%
COC(=O)c1sccc1Oc1ccc(Cl)cc1N1C(=O)CCC1=O	-5%[10 µM]	.	.	.	.	16%[9.22 µM]	9%
CN(NS(=O)(=O)c1ccc(Cl)cc1)c1cnn(C)c(=O)c1Cl	10%[10 µM]	.	-1%[46 µM]	.	.	2%[9.22 µM]	3%
Cn1c(CN2CCCC2)nc2cc(NS(=O)(=O)c3ccccc3)ccc21	0%	-59%[inhibitor]	6%	-7%	-6%[38.3 µM]	-12%	-4%
Cc1cccc2c(Cl)cc(=O)[nH]c12	-7%[10 µM]	12%	2%	1%	-11%	-5%	7%
COc1ccccc1N(CC(=O)NC1CCCCC1)C(=O)CCC(=O)Nc1ccccn1	16%	19%	-6%	-2%	-8%[38.3 µM]	-7%	0%
O=C1NCC(COc2cccc3ccccc23)O1 (stereo not given)	-39%[inhibitor]	11%	-9%[46 µM]	1%	7%	9%	6%
CCOc1ccc(NC(=S)NC(C)C(c2ccccc2)N2CCN(C)CC2)cc1 (stereo not given)	-40%[inhibitor]	-27%	-8%[46 µM]	-1%	15%	2%	-6%
COc1ccc(OCCSc2ncnc3nc[nH]c23)cc1	-31%	-18%	?	2%	2%[38.3 µM]	-33%	0%
CC1=C(C(=O)OCc2ccccc2)C(c2ccco2)C2=C(CC(C)(C)CC2=O)N1 (stereo not given)	8%	-19%	3%	-3%	2%[38.3 µM]	-3%	1%
SMILES	HTT cytoprotect	SMN2 splice enh	Lamin A splicing	Luc counter	IMPase Li cell	HttQ103 aggreg	CBFb RUNX1 block
Cc1ccc(Nc2nnc(SCC(=O)NC(Cc3c[nH]c4ccccc34)C(=O)O)s2)cc1 (stereo not given)	-63%	7%	10%[46 µM]	2%	4%	?	3%
COc1ccc(OC)c(NC(=O)c2c(NC(=O)c3ccco3)sc3c2CCC3)c1	20%	-9%	2%	-9%	2%[38.3 µM]	-1%	0%
CCN1CCN(C(=S)c2ccc(OC)cc2)CC1	20%[10 µM]	12%	-3%[46 µM]	0%	7%	15%	6%
c1coc(C2Nc3ccccc3C3OCCC23)c1 (stereo not given)	-14%	4%	9%	-3%	-2%[38.3 µM]	8%	3%
CSc1cccc(NC(=O)Nc2ccccc2)c1	-16%[10 µM]	?	-16%	-5%	24%[38.3 µM]	-14%	2%
C/C(=N\Nc1ccc([N+](=O)[O-])cc1)c1ccc(O)cc1	?	-7%	-9%[46 µM]	6%	11%	?	4%
NC(=O)N/N=C/c1ccccc1OC(=O)c1ccccc1Br	-14%	-23%	-3%[46 µM]	1%	1%	-14%[9.22 µM]	1%
COC(=O)c1ccc(NC2(C#N)C(=O)Nc3ccccc32)cc1 (stereo not given)	-2%[0.074 µM]	-16%	?	3%	9%[38.3 µM]	3%	0%
CN[C@H](CC(C)C)C(=O)N[C@H]1C(=O)N[C@@H](CC(N)=O)C(=O)N[C@H]2C(=O)N[C@H]3C(=O)N[C@H](C(=O)N[C@H](C(=O)O)c4cc(O)cc(O)c4-c4cc3ccc4O)[C@H](O)c3ccc(c(Cl)c3)Oc3cc2cc(c3O[C@@H]2O[C@H](CO)[C@@H](O)[C@H](O)[C@H]2O[C@H]2C[C@](C)(N)[C@H](O)[C@H](C)O2)Oc2ccc(cc2Cl)[C@H]1O	.	9%	-4%	-6%	-10%	.	13%
CCC(C)NC(=O)Cn1cnc2sc(C)c(S(=O)(=O)N3CCN(c4ncccn4)CC3)c2c1=O (stereo not given)	13%[10 µM]	2%	-12%[46 µM]	-1%	6%	18%	5%
Cc1noc(C)c1-c1ccc2ncnc(NCCN3CCOCC3)c2c1	-41%[inhibitor]	.	10µM*	.	4%	.	.
CCCCCC(O)(CCCCC)C(=O)NNc1ccccc1	2%	-3%	9%	-7%	7%[38.3 µM]	-3%	1%
COc1ccccc1-c1cc(C(=O)N/N=C/c2cccs2)c2ccccc2n1	-45%[inhibitor]	?	?	-3%	25%[38.3 µM]	-27%	-12%
O=C(Nc1nnc(-c2ccccc2)o1)c1nc2ccccc2s1	7%[10 µM]	.	.	.	.	-16%[9.22 µM]	-12%
Cc1ccc(C(=O)NNC(=O)CCn2nnc3ccccc32)cc1	-6%[10 µM]	.	.	0%	1%	2%[9.22 µM]	6%
Cc1ccc(NC(=O)C2CCN(S(=O)(=O)c3c(C)[nH]c(=O)[nH]c3=O)CC2)cc1	8%[10 µM]	3%	5%	3%	10%[38.3 µM]	4%	10%
COc1ccc2cc(C(=O)C3CCCN(C(=O)c4ccnn4C)C3)ccc2c1 (stereo not given)	-9%[10 µM]	.	.	.	.	-5%[9.22 µM]	1%
Cc1cc2c(c(=O)n1CCc1ccccc1)C(c1ccco1)C(C#N)=C(N)O2 (stereo not given)	11%	-18%	-6%	17%	23%[38.3 µM]	-9%	-3%
Cc1ccc(-c2c(C#N)c(N)n(-c3ccc(C)cc3)c(=O)c2C#N)cc1	-4%	-2%	-2%	-4%	?	-11%	-2%
CCCCNC(=O)c1ccccc1NC(=O)CCC	-16%	7%	-1%[46 µM]	-2%	-5%	?	3%
CCOC(=O)CNC(=O)CNC(=O)c1ccc(OCC(C)C)cc1	22%	2%	1%	-3%	0%[38.3 µM]	-4%	8%
O=C(COc1ccccc1[N+](=O)[O-])Nc1cccnc1	-14%	.	.	.	-2%	6%	-6%
CS(=O)CCC(NS(=O)(=O)c1ccccc1)C(=O)O (stereo not given)	13%	19%	0%	0%	20%[38.3 µM]	-3%	-1%
COc1ccccc1N1CCN(C(=O)CN(C)S(=O)(=O)c2ccc3c(c2)c(=O)n(C)c(=O)n3C)CC1	13%	-16%	.	-4%	2%	-21%	-4%
CCCCN(CCCC)Cc1ccc(C(=O)NNC(=O)Nc2ccccc2)o1	-25%	-24%	1%[46 µM]	-1%	5%	-10%	9%
SMILES	HTT cytoprotect	SMN2 splice enh	Lamin A splicing	Luc counter	IMPase Li cell	HttQ103 aggreg	CBFb RUNX1 block
CN(C)c1nc(C=C(C#N)C#N)c(Cl)n1-c1ccc(F)cc1	-165%[inhibitor]	-109%[inhibitor]	?	8%	7%	?	-3%
Cc1cccc(COC[C@H](Cc2ccccc2)N2CCN(C(=O)c3cccc(C)c3)CCC2=O)c1	-50%[inhibitor]	.	.	1%[39.9 µM]	1%	.	4%
O=C(N/N=C/c1coc2ccccc2c1=O)c1ccccc1	-16%	-4%	?	-6%	-1%	-3%	-1%
O=[N+]([O-])c1cc(C(F)(F)F)cc([N+](=O)[O-])c1NCCCN1CCOCC1	.	1%	5%[46 µM]	-4%	2%	.	-2%
CCN(CC)S(=O)(=O)c1ccc(/C=C/C(=O)Nc2ccc(F)c(F)c2F)cc1	6%[10 µM]	-54%[inhibitor]	?	-3%	-3%	-13%	-1%
O=C(NCCc1ccccn1)C1CCCN(S(=O)(=O)Cc2ccccc2)C1 (stereo not given)	-22%[10 µM]	7%	-3%	0%	0%[38.3 µM]	8%[9.22 µM]	-2%
O=C(Nc1ccc(Cl)cn1)c1cnn2cccnc12	-17%	11µM*	5%	-4%	-10%[38.3 µM]	4%	2%
CC1(C)CC(=O)C(C=NCCN2CCN(C(=S)Nc3ccccc3)CC2)=C(O)C1	15%	3%	12%[0.0737 µM]	2%	0%[38.3 µM]	21%	3%

Fetched by structure from the list above, 2 records:
SMILES	HTT cytoprotect	SMN2 splice enh	Lamin A splicing	Luc counter	IMPase Li cell	HttQ103 aggreg	CBFb RUNX1 block
O=C(N/N=C/c1coc2ccccc2c1=O)c1ccccc1	-16%	-4%	?	-6%	-1%	-3%	-1%
O=C(NCCc1ccccn1)C1CCCN(S(=O)(=O)Cc2ccccc2)C1 (stereo not given)	-22%[10 µM]	7%	-3%	0%	0%[38.3 µM]	8%[9.22 µM]	-2%

Printed as active in Lamin A splicing (from the list above):
molecule | SMN2 splice enh | Lamin A splicing | HttQ103 aggreg | CBFb RUNX1 block
Cc1noc(C)c1-c1ccc2ncnc(NCCN3CCOCC3)c2c1 | . | 10µM* | . | .
